# Compound activity as filed in PubChem.
# GPR7 antagonist = human neuropeptides B/W receptor 1 antagonism; P48145; GPR7-expressing cells, fluorescence antagonist assay; inhibition, % at 4.4 µM; 1.1% of 290,000 active; in the data active means inhibition above about 16%, passing the limit was not always enough;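 further: cells stimulated with the agonist NPW; 0% = agonist with vehicle and 100% = vehicle without agonist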
# Target sequence (P48145 whole entry, looked up): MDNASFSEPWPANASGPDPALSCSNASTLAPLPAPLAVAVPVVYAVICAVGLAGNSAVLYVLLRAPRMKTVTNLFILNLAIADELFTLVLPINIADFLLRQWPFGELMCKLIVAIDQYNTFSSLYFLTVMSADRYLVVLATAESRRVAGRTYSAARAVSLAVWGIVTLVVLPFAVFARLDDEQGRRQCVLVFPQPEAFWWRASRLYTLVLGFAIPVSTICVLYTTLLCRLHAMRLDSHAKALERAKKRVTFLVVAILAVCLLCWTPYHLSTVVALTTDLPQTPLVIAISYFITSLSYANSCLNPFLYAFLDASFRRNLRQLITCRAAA
# V1aR counter = V1a receptor agonism, counter-screen for OXTR agonists | CHO-V1R cells, Fluo-8 calcium fluorescence, agonist mode; 0% DMSO, 100% 3 nM vasopressin | activation, % at 3 µM | 0.25% of 320,000 active | P37288;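 active means activation above the mean activation of all tested compounds plus 3 SD, per screening run, cut at about 20% in these data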;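 further: signal is peak over basal fluorescence ratio across a 100 second FLIPR read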
# M1 ag parental = nonselective activator or artifact in parental CHO-K1 cells. Fluo-8 calcium fluorescence; scaled to maximal ATP response, vehicle zero. 0.48% of 360,000 active. AID 602248. activation, % at 3 µM; in the data active means activation above about 15%;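 further: untransfected CHO-K1 host cells lacking M1 receptor as counterscreen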
# OXTR ag = activates the human oxytocin receptor; AID 2435; activation, % at 3 µM; CHO-OTR cells, Fluo-8 calcium fluorescence; normalized: DMSO 0%, oxytocin 100%; P30559; 0.32% of 320,000 active;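 active means activation above the mean of all tested compounds plus 3 SD, cutoff set per screening run, cut at about 20% in these data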;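 further: peak over basal fluorescence ratio from a 100 s FLIPR kinetic read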
# Target sequence (P30559 whole entry, looked up): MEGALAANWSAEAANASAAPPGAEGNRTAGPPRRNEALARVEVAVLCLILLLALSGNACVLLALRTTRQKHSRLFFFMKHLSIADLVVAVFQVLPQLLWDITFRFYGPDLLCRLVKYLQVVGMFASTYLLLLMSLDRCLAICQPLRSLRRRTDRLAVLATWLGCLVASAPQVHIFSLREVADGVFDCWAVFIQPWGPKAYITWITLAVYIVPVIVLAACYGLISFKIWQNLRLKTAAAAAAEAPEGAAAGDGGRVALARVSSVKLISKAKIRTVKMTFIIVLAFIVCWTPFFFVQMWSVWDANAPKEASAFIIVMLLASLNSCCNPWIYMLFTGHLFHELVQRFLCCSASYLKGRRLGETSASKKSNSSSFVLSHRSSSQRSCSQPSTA
# CHO parental Ca = counter-screen: ATP calcium response change in parental CHO cells | parental CHO-K1, ATP-induced calcium, Fluo-8 fluorescence | inhibition, % at 5.6 µM | 0.63% of 330,000 active;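 active means inhibition above that plate's mean sample inhibition plus 3 SD, cut at about 26% in these data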;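 further: 0% = ATP-challenged DMSO wells and 100% = DMSO wells without ATP; some compounds past the cut are filed as inactive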
#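 Test system: untransfected parental CHO cell line. Compound: one dose, 5.6 µM nominal. Detection: intracellular calcium via Fluo-8 no-wash fluorescent dye. Measure: % inhibition. Benchmarks: ATP-challenged DMSO wells low, unchallenged DMSO wells high.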
# TAAR1 antagonist = antagonists of human TAAR1 | 1.5% of 360,000 active | Q96RJ0 | inhibition, % at 3 µM | CHO RD-HGA16 TAAR1, Fluo-8 calcium fluorescence, antagonist;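 active means inhibition above a per-plate cutoff, the mean inhibition of test compounds on that plate plus 3 SD, cut at about 49% in these data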;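 further: 0% = DMSO plus EC80 beta-PEA response and 100% = DMSO alone without agonist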
# Target sequence (Q96RJ0 whole entry, looked up): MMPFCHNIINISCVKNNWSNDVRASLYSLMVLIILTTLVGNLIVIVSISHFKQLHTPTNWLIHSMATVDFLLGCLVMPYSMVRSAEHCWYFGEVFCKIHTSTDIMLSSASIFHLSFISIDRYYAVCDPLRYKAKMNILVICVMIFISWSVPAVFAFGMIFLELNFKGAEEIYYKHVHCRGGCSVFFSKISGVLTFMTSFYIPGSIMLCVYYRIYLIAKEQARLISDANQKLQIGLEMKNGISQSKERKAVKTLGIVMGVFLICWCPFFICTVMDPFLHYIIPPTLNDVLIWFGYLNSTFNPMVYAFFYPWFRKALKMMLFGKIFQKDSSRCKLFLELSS
#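 Assay system: CHO-derived RD-HGA16 cells stably expressing human TAAR1 plus Gα16. Timing: 140 s kinetic read after compound, 140 s after agonist. Technique: kinetic Fluo-8 calcium fluorescence measurement. Measure: % inhibition of agonist calcium response.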
# CHO-K1 Ca antag = counter-screen for M1 antagonists: effect in parental CHO-K1 cells. AID 602250. inhibition, % at 3 µM. ATP-induced calcium, Fluo-8 fluorescence. 0.6% of 360,000 active;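 active means inhibition above a per-plate cutoff, the plate's mean sample inhibition plus 3 SD, cut at about 24% in these data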;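 further: 0% = DMSO plus EC80 ATP and 100% = DMSO alone without ATP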
# OXTR potentiator = human OXTR potentiation. 0.061% of 320,000 active. P30559. AID 2445. activation, % at 3 µM. CHO-OTR cells, Fluo-8 calcium fluorescence, potentiator mode; 0% = oxytocin EC15, 100% = EC100;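 active means activation above that plate's cutoff, the mean activation of tested compounds plus 3 SD, cut at about 6.6% in these data, passing the limit was not always enough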;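 further: 100% uses oxytocin at 75 nM as the full agonist control; some results filed as inactive read as strong as hits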
#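 Assay system: CHO cell line stably expressing human OTR. Reagent: EC15 oxytocin agonist. Dosing: single dose, 3.0 µM nominal final compound concentration. Timing: compound 6 min at room temperature before oxytocin, 100 s read. Signal: kinetic Fluo-8 calcium fluorescence. Controls: oxytocin EC15 low and EC100 high.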
# M1 PAM parental = M1 PAM counterscreen hit in parental CHO-K1 cells; ATP EC20, Fluo-8 calcium fluorescence; 0% at ATP EC20, 100% at ATP max; activation, % at 3 µM; 0.02% of 360,000 active; AID 602247;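 active means activation above the run cutoff, the mean activation of all test compounds plus 3 SD, cut at about 40% in these data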;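 further: peak over basal fluorescence ratio in a 140 s read after ATP addition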
# The depositor's hits bear a star; x = not tested or not shown.
SMILES,GPR7 antagonist,V1aR counter,M1 ag parental,OXTR ag,CHO parental Ca,TAAR1 antagonist,CHO-K1 Ca antag,OXTR potentiator,M1 PAM parental
COc1cccc(S(=O)(=O)N(C)C[C@@H]2OCc3cnnn3CCCC(=O)N([C@@H](C)CO)C[C@H]2C)c1,x,x,-0.3,x,x,-22,10,x,6
CCOC(=O)N1CCN(S(=O)(=O)c2ccc(C(=O)NNc3nc4cc(C)cc(C)c4s3)cc2)CC1,-16,2.4,1.2,1.2,-16,x,5,-4,-6
CC(C)(C)CNC(=O)c1cccc2c1C(=O)c1ccc(N3CCCC3)cc1S2(=O)=O,x,11,9.1,8.3,3,48,1,-9,4
COc1ccc(OC)c(N(CC(=O)N2CCOCC2)S(C)(=O)=O)c1,-18,0.4,-0.1,0.1,-4,11,8,-8,-2
CC(C)(C)c1ccc(NC(=O)COC(=O)c2ccc(CN3CCCC3=O)cc2)cc1,x,5.3,3.6,6.3,-12,0,-3,-6,1
Cc1ccc(CNS(=O)(=O)c2c(N)n(C)c(=O)n(C)c2=O)cc1,-17,1.1,1.1,-0.2,-4,-43,-15,-2,-6
O=C(O)c1ccccc1C(=O)NNc1cccc(Cl)n1,1,-0.6,4.0,-1.7,9,-3,-2,-9,15
CN(/C=C1/C(=O)CNC1=O)CCO,-5,0.4,3.8,-0.3,-14,15,-1,-3,4
Nc1cnc(Br)cc1Br,0,0.7,1.0,2.1,-4,-16,-8,-4,21
CCCCOc1ccc(C(=O)N/C(=C\c2cccc([N+](=O)[O-])c2)C(=O)OC(C)C)cc1,-6,1.6,-0.2,-0.3,-16,-9,-28,-14,23
C#CCOc1ccc(/C=C2/C(=O)N(c3cccc(C(=O)O)c3)N=C2C)cc1OC,-8,0.2,-0.8,0.4,-9,1,26*,-3,-19
Cc1cc(C(=O)COC(=O)c2ccco2)c(C)n1Cc1ccco1,14,-0.6,-0.2,-1.1,21,8,2,-23,-2
C=CC[C@H](CC(=O)OC(C)(C)C)C(=O)OC[C@H]1CCCN1C(=O)[C@H](CC=C)CC(=O)N(CCO)Cc1ccccc1,x,-1.2,1.2,-1.4,-26,30,-12,-7,22
CC(C)c1ccc(NC(=O)C2Cc3c(-c4ccccc4Oc4ccccc4)ccnc3O2)cc1 (stereo unspecified),x,x,2.1,x,x,11,-20,x,20
Cc1ccc(CNC(=O)C2CC2c2ccccc2)cc1 (stereo unspecified),1,-1.1,0.1,-1.6,-7,-8,-2,1,1
Nc1cc(=O)[nH]c(SCCSc2ccc(F)cc2)n1,-7,8.3,7.0,5.5,3,-2,-19,-4,13
CC(C)c1ccccc1OCC(=O)NCC(c1cccs1)N1CCOCC1 (stereo unspecified),12,3.9,6.2,0.9,-29,37,-3,-18,16
COc1ccc(/C=C2\CCn3c2nc2cc(C(=O)O)ccc2c3=O)cc1O,-7,-0.2,7.1,-0.3,-6,0,-1,-5,22
Cc1c(C(=O)N(Cc2ccccc2)Cc2cccnc2)cnn1-c1ccc(F)cc1,-1,-0.2,1.2,-1.1,-6,-3,-1,-3,0
Nc1ccc(Cl)cc1C(=O)OCC(=O)NC1CCS(=O)(=O)C1 (stereo unspecified),10,0.7,0.9,0.7,6,4,-12,2,14
O=C(CCCn1c(=O)c2ccccc2n(CC(=O)NCc2ccco2)c1=O)NCc1ccco1,-5,0.7,0.4,-0.2,-34,6,-8,-14,10
Cc1cc(C)cc(OCC(=O)Nc2ccccc2C(=O)NCc2ccco2)c1,-9,-0.3,1.1,-1.6,-13,24,3,-13,0
NS(=O)(=O)c1ccc(CCNCc2cc(Br)ccc2OCc2ccccc2F)cc1,38*,9.8,7.9,18,60*,36,9,-16,8
CCn1c(N2CCN(CC(=O)c3c(C)n(C)c4ccccc34)CC2)nc2c1c(=O)[nH]c(=O)n2C,-7,-1.3,1.2,-2.0,-29,5,-11,-1,12
CNC(=S)NNC(=O)c1ccc(C(C)(C)C)cc1,-1,0.7,0.1,-0.7,-6,-10,12,-5,-22
COc1ccc([N+](=O)[O-])cc1NC(=O)c1cccs1,-7,0.1,1.0,-0.1,-18,22,8,-1,1
CN1CCN(S(=O)(=O)c2ccc(NC(=O)c3ccccc3Cl)cc2)CC1,-11,2.5,-0.3,0.8,-2,-3,14,-7,0
CO/N=C/c1ccc(Sc2ccc(C)cc2)c([N+](=O)[O-])c1,-6,0.5,-0.4,0.4,-1,-8,-4,2,-1
CCCCN(Cc1cc2ccccc2[nH]c1=O)S(C)(=O)=O,8,1.7,0.7,1.1,-4,-8,-5,-9,12
COc1ccc(OC)c(NC(=S)N2CCC(C(O)(c3ccccc3)c3ccccc3)CC2)c1,-5,11,7.5,-1.7,-13,-17,-10,-5,29
O=C(N/N=C/c1cccc([N+](=O)[O-])c1)c1cc2ccccc2o1,-6,0.0,0.9,-0.9,-2,-13,-2,-9,21
C=CCNC(=O)c1onc(CSc2ccc(Cl)cc2)c1C(=O)NCC=C,x,-0.8,0.0,-1.9,-12,29,-4,-12,5
CC(=O)c1cccc(NC(=O)C2(C)Cc3c(-c4cccc(C(N)=O)c4)ccnc3O2)c1 (stereo unspecified),x,x,4.2,x,x,17,-15,x,27
COc1ccc(Oc2nccc(OC)c2C#N)cc1,-5,0.8,1.2,-0.3,-3,-9,-23,-5,11
Cc1cc(OCC(=O)NN2C(=O)c3ccccc3C2=O)ccc1Cl,-17,2.1,2.7,0.5,3,1,5,-3,8
CCC(CC)C(=O)OCC(=O)Nc1cccc(S(=O)(=O)N(C)c2ccccc2)c1,-21,2.6,7.3,-0.5,-15,-9,-1,-9,5

# Not a retest: entries from further up.
SMILES,GPR7 antagonist,V1aR counter,M1 ag parental,OXTR ag,CHO parental Ca,TAAR1 antagonist,CHO-K1 Ca antag,OXTR potentiator,M1 PAM parental
CN1CCN(S(=O)(=O)c2ccc(NC(=O)c3ccccc3Cl)cc2)CC1,-11,2.5,-0.3,0.8,-2,-3,14,-7,0
CO/N=C/c1ccc(Sc2ccc(C)cc2)c([N+](=O)[O-])c1,-6,0.5,-0.4,0.4,-1,-8,-4,2,-1
CCCCN(Cc1cc2ccccc2[nH]c1=O)S(C)(=O)=O,8,1.7,0.7,1.1,-4,-8,-5,-9,12
COc1ccc(OC)c(NC(=S)N2CCC(C(O)(c3ccccc3)c3ccccc3)CC2)c1,-5,11,7.5,-1.7,-13,-17,-10,-5,29

# Other records.
SMILES,GPR7 antagonist,V1aR counter,M1 ag parental,OXTR ag,CHO parental Ca,TAAR1 antagonist,CHO-K1 Ca antag,OXTR potentiator,M1 PAM parental
COc1cc(SC)ccc1C(=O)NC1CCCc2ccccc21 (stereo unspecified),3,1.0,-1.6,-1.4,-1,3,-23,-9,-7
Cc1ccc(/C=C/C(=O)Nc2cc(S(=O)(=O)N3CCOCC3)ccc2N2CCOCC2)cc1,x,-0.5,3.1,0.3,-4,-8,2,-5,10
CC(NC(=O)c1cc2c(s1)CCCC2)C(C)(C)C (stereo unspecified),-5,-1.7,0.1,-1.8,-12,1,-28,-7,-4
COc1cc2[nH]c(C(=O)N(C)Cc3ccccc3)cc2c(OC)c1OC,12,0.8,1.1,-1.3,-9,-19,-10,-11,-4
COc1ccc(-c2cc(-c3ccco3)[nH]c(=O)c2C#N)cc1,1,1.4,0.8,-0.1,-6,9,-3,-7,2
CN1C(=O)SC(Nc2ccccc2)C1=O (stereo unspecified),-16,0.5,0.2,0.5,-1,-24,0,-12,-7
O=C(Nc1cccc2cccnc12)c1ccc(Cl)cc1,-18,x,1.4,x,x,-12,-9,x,16
O=C(CN(Cc1ccc2c(c1)OCO2)C(=O)CNS(=O)(=O)c1ccccc1)NCc1ccco1,1,-0.6,0.3,-0.8,-20,-3,-3,-3,7
COC(=O)C1=C(N)Oc2cc(C)n(C)c(=O)c2C1c1ccc(Cl)cc1 (stereo unspecified),5,0.0,0.6,3.5,-28,-19,-7,-11,12
COc1cccc(-c2nc(CS(=O)(=O)CC(=O)NCCc3cc(OC)ccc3OC)c(C)o2)c1,10,5.5,3.8,2.7,-11,-21,-14,-13,-20
CCOCCCNC(=O)COc1ccc(OC)cc1,-8,-0.4,0.3,0.0,2,7,-11,-5,18
Nc1ccc2nc(-c3ccccc3)sc2c1,-3,-0.7,-0.2,-1.2,-20,-22,-2,-6,8
CCn1nccc1C(=O)Nc1ccc(C(=O)OC(C)C)cc1,-13,2.0,1.2,1.6,-12,22,-10,-2,8
Cc1ccc(OCC(=O)NCCNC(=O)COc2ccc(C)cc2)cc1,-2,2.3,0.9,1.7,-7,-13,-5,-2,-5
C=CCC(=O)N1CCCC(CNC(=O)c2ccc(-c3ccccc3)cc2)C1 (stereo unspecified),-7,0.4,3.1,-0.6,-13,-21,-14,6,2
CC(=O)c1ccc(NC(=O)[C@@H]2CCCN2C2=NS(=O)(=O)c3ccccc32)cc1,x,-0.1,-0.1,0.1,-2,12,-8,5,-2
Cc1c(Cl)cccc1NC(=O)c1ccc(-n2ccnc2)nc1,-15,0.1,1.5,1.7,-7,5,-4,-13,17
CC(=Nc1ccc(C)cc1)c1sc2ccccc2c1O,5,4.2,6.0,3.6,-8,25,6,-6,14
CSc1ccc(Cl)c(C(=O)NCCOc2cc(C(C)C)ccc2C)c1,-2,1.6,0.4,0.3,-1,49*,-20,-10,16
Cc1ccc(-c2nnc(N)s2)cc1,-16,-0.1,5.6,-1.1,-5,-15,-5,-6,25
O=C(CCCSc1nc2sc3c(c2c(=O)[nH]1)CCC3)NCCCO,-6,0.8,0.5,-0.1,6,2,-10,0,-8
CCOC(=O)N1CCN(C(=O)c2cc3c(=O)n4ccccc4nc3s2)CC1,-21,0.1,0.3,-0.6,-7,-24,-6,-1,-5
O=C1CCS/C(=N\N=C\c2ccc(Cl)cc2Cl)N1,-7,-0.7,2.6,0.3,-6,-36,3,-10,0
O=C(COC(=O)c1nc(Cl)ccc1Cl)c1ccc[nH]1,x,-0.7,0.8,-0.2,-8,-2,-15,3,-15
CN(CC(=O)Nc1ccc(F)c(F)c1F)C(=O)c1ccc(-n2cncn2)c([N+](=O)[O-])c1,x,-1.7,-0.2,0.4,-13,-7,-4,-15,1
C=CCn1c(SCC(=O)NCc2ccccc2)nnc1C1CCCCC1,4,0.8,2.6,-0.7,-12,x,-8,0,16
CCN1CCN(C(=O)c2cc(-c3ccco3)nc3ccccc23)CC1,x,1.3,1.3,1.6,-18,8,-13,2,6
CC1CCN(C(=O)C(=O)Nc2sc3c(c2C(N)=O)CC(C)(C)OC3)CC1,-8,1.2,1.5,-0.4,5,3,-16,-4,10
CCOc1ccc(CCNC(=O)COC(=O)c2cccc(S(=O)(=O)N3CCOCC3)c2)cc1OCC,x,-1.1,0.5,-1.5,-7,-10,-7,-5,14
CCC(CC)NC(=O)c1ccc(NS(=O)(=O)c2ccc3[nH]c(=O)[nH]c3c2)cc1,-3,-0.2,7.7,-0.1,-12,-28,3,-1,7
